# From PubChem
# MT1-MMP act inh: blockers of MT1-MMP proenzyme processing, primary screen, HT1080 RFP-PRO-GFP cells, GFP/RFP fluorescence. Matrix metalloproteinase-14 (Homo sapiens), P50281. GFP/RFP ratio fluorescence, overnight; percent of plate control window, DMSO zero. GFP/RFP ratio change, % at 20 µM. 360,000 compounds, 0.061% hits. AID 651647, 2012;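 active = GFP/RFP ratio change of at least 30% with cell ATP level not reduced by more than half and red fluorescence within 50% of control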; also: strong numbers were not always called active
#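 Assay system: HT1080 cells carrying an RFP-PRO-GFP reporter | Dosing: Single dose of 20 µM compound, 1% DMSO final | Incubation: Cells overnight before dosing, compound overnight, 37 °C, 5% CO2 | Evaluation: GFP/RFP fluorescence ratio | Control set: DMSO and RFP-L50D-GFP cell wells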
# CendR NRP1 mod: modulators of CendR peptide binding to NRP-1, primary screen, biochemical, fluorescence polarization, uHTS; Neuropilin-1 (Homo sapiens), O14786; FAM-RPARPAR peptide binding to NRP-1; inhibition, % at 25 µM; 360,000 compounds, 0.85% hits;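 active = inhibition or corrected inhibition above about 18%, plus a signal ratio from 0.5 to 1.5, limit read from the data, passing the limit was not always enough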; also: strong numbers were not always called active
# TbMetRS inhib: T. brucei MetRS inhibitors, primary screen, biochemical, luminescence. methionyl-tRNA synthetase (Trypanosoma brucei brucei). purified T. brucei MetRS, ATP depletion, Kinase-Glo luminescence. inhibition, % at 11.9 µM. 360,000 compounds, 0.4% hits;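 active = inhibition above a per-plate cutoff of the control wells' mean inhibition plus 3 SD, cut at about 5.5% in these data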;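 also: 0% = DMSO wells median and 100% = median of wells with control inhibitor compound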
#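 System: purified T. brucei MetRS enzyme / Detection: Kinase-Glo luciferase luminescence reporting remaining unconsumed ATP / Medium: HEPES buffer with MgCl2, KCl, DTT, spermine, BSA, pyrophosphatase / Replication: singlicate, one well per compound / Evaluation: percent inhibition relative to median high and low control wells / Schedule: 2 h aminoacylation at 25 °C after 15 min preincubation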
# MsrA inhibitor: bovine MsrA enzyme inhibitors, primary screen, biochemical, absorbance, HTS; Methionine sulfoxide reductase A (Bos taurus); purified bovine MsrA, absorbance read-out; inhibition, % at 15.5 µM; 360,000 compounds, 0.75% hits; AID 651718, 2012; in the data active = inhibition above about 4.5%;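 also: 0% = vehicle wells with enzyme and 100% = reference inhibitor wells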
# MLLE-PAM2 inh: inhibitors of PABP1 MLLE–PAM2 peptide binding, primary screen, biochemical, fluorescence polarization, FITC-PAM2, GST-MLLE; Polyadenylate-binding protein 1 (Homo sapiens), P11940; inhibition, % at 20 µM; 360,000 compounds, 0.36% hits; AID 588489, 2011; in the data active = inhibition above about 35%, passing the limit was not always enough;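 also: plate controls were DMSO wells with GST-MLLE for no effect and wells lacking GST-MLLE protein for full effect; some results filed as inactive read as strong as hits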
# Target sequence (P11940 whole entry, looked up): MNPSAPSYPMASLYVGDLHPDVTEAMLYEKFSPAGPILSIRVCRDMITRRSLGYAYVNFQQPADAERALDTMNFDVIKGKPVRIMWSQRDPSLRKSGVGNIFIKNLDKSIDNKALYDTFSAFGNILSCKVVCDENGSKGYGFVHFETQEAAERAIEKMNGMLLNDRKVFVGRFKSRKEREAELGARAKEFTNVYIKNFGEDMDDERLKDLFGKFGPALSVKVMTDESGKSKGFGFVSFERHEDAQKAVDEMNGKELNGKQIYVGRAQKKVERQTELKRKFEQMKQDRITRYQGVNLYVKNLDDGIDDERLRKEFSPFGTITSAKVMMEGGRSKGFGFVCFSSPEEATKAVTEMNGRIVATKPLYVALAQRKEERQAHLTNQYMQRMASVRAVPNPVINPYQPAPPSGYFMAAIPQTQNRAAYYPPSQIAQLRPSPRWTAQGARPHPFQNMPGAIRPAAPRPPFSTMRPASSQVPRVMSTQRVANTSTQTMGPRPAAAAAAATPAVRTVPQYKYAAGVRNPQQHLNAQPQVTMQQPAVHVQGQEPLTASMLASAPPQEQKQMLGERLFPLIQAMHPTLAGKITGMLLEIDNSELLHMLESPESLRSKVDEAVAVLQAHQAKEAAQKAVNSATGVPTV
# FAS-TE inh: FAS thioesterase domain inhibitors, primary screen, biochemical, fluorescence intensity, uHTS; Fatty acid synthase (Homo sapiens), P49327; recombinant FAS-TE, OMFH fluorogenic substrate, fluorescence endpoint; inhibition, % at 15 µM; 360,000 compounds, 0.67% hits;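 active = compounds whose normalised, plate-corrected inhibition of enzyme fluorescence in the single-dose primary screen is 50% or more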;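 also: 0% = DMSO with enzyme and 100% = substrate without enzyme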
# E coli Lon inh: inhibitors of E. coli Lon protease, primary screen, biochemical, fluorescence polarization; purified E. coli Lon protease; P0A9M0; 360,000 compounds, 0.42% hits; inhibition, % at 7.94 µM; in the data active = inhibition above about 13%, passing the limit was not always enough;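 also: 0% = enzyme with probe and DMSO and 100% = no enzyme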
# SKN-1 inh: suppressors of acrylamide-induced Pgst-4::GFP reporter in worms, primary screen, SKN-1 inhibitor project, whole organism, uHTS, GFP/RFP fluorescence ratio, strain VP596; C. elegans VP596 Pgst-4::GFP/RFP ratio, 24 h; inhibition, % at 21.8 µM; 360,000 compounds, 0.49% hits; AID 624304, 2012;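 active = interference check ratio from 0.5 to 1.5 plus GFP to RFP signal ratio inhibition reaching or exceeding a fixed threshold, cut at about 30% in these data, passing the limit was not always enough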; also: some compounds called inactive have numbers as strong as hits
# bovine MsrA act: bovine MsrA enzyme activators, primary screen, biochemical, absorbance, HTS. Methionine sulfoxide reductase A (Bos taurus). purified bovine MsrA, absorbance read-out. activation, % at 10.6 µM. 360,000 compounds, 0.3% hits; in the data active = activation above about 7.5%;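 also: 0% = vehicle and 100% = reference activator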
# Active calls of the source: *; nt = not tested or not shown.
# The line under a structure holds: MT1-MMP act inh	CendR NRP1 mod	TbMetRS inhib	MsrA inhibitor	MLLE-PAM2 inh	FAS-TE inh	E coli Lon inh	SKN-1 inh	bovine MsrA act
- O=C1/C(=C/c2ccccn2)SC(=S)N1CCc1ccccc1
    3.8	-5.9	-0.2	0.6	7.9	3.0	-1.0	-11.4	-1.1
- COc1ccc(NC(=O)COC(=O)c2c(C)noc2C)c(OC)c1
    3.8	19.2	-0.8	-0.7	-6.6	-0.8	5.3	-5.4	-5.6
- COc1ccc(-c2cn(Cc3ccc(C)cc3)nn2)cc1
    5.7	3.1	-0.2	1.5	-3.5	-3.9	3.1	-9.0	-1.8
- Cc1cc(C)n2nc(CC(=O)NNC(=O)c3ccccc3Cl)nc2n1
    2.5	-7.2	-0.1	-0.2	3.2	-3.2	-3.4	3.5	-0.2
- Cc1c(/C(O)=C2\C(=O)C(=O)N(CCN(C)C)C2c2ccccc2)cnn1-c1ccccc1 (stereo not given)
    -0.5	-1.4	0.0	0.1	8.7	-4.8	-7.7	8.3	-4.6
- COCCNC(=O)C1c2cc(OC)c(OC)cc2C(=O)N(C)C1c1cccnc1 (stereo not given)
    -1.3	3.5	0.3	-0.2	-2.6	-4.5	0.0	-0.4	0.2
- N#C/C(=C\c1ccc(O)c(O)c1)S(=O)(=O)c1ccccc1
    -27.0	-97.8	-0.8	1.5	-79.2	-2.0	-1.9	-17.3	-3.1
- CC(C)CN(C(=O)COC(=O)CN1C(=O)c2ccccc2C1=O)c1c(N)n(Cc2ccccc2)c(=O)[nH]c1=O
    4.5	-1.8	0.0	-0.8	-15.3	-0.8	-0.8	5.6	-1.8
- COc1ccc(Nc2nc(Nc3ccc(OC)cc3)nc(SC3=NCCS3)n2)cc1
    -2.3	-1.2	-0.1	3.0	16.7	25.7	3.6	-3.4	-6.4
- O=C(c1ccccc1Cl)N1N=C(c2ccc(Br)cc2)CC1c1nc2ccccc2[nH]1 (stereo not given)
    -8.9	-5.0	0.0	-1.0	-13.4	27.3	5.2	21.1	-0.9
- CN(CCc1cnn(C)c1)Cc1cn(C)nc1-c1ccccc1F
    -2.6	4.6	-0.6	-0.1	3.6	-0.9	-13.2	12.2	-4.0
- Cc1cccc(N(CC(=O)N2CCCCCC2)S(C)(=O)=O)c1
    6.4	-0.5	-0.5	-1.3	-3.2	-4.5	-10.0	19.4	-0.4
- CSc1ccc(S(=O)(=O)N2CCC(C(=O)NCc3cccnc3)CC2)cc1
    1.5	4.9	-0.5	-0.8	-2.8	-1.8	1.5	-4.3	-5.5
- CC(NC(=O)CSCc1ccc(Br)cc1)c1ccccc1 (stereo not given)
    1.3	15.1	0.5	0.3	-17.3	12.2	1.7	-13.3	-0.1
- O=C(NCCC1=CCCCC1)C1CCC(=O)N(Cc2ccc(Cl)cc2)C1 (stereo not given)
    0.1	5.5	1.3	-0.5	-8.9	4.7	9.9	6.4	0.1
- O=C(COC(=O)c1cc2ccccc2oc1=O)Nc1ccc(F)cc1F
    2.2	0.4	0.7	0.1	-13.6	-0.8	-4.5	4.5	-1.9
- NC(=O)c1ccc(SCC(=O)OCC(=O)N2CCCCC2)c([N+](=O)[O-])c1
    0.6	-2.7	-0.2	1.0	7.8	-7.4	-0.7	8.3	-7.7
- CCC(=O)OC1(C)C(=O)C=C2C=C(C3CC3)OC=C2C1=O (stereo not given)
    11.2	-13.5	-0.3	1.7	16.1	-12.9	14.6	21.7	-0.7
- Cc1ccc(S(=O)(=O)NC(C)C(=O)Nc2cccc([N+](=O)[O-])c2)cc1 (stereo not given)
    -5.5	6.7	-0.8	-0.1	9.8	0.2	-6.5	-2.8	-6.0
- O=C(O)c1c(Cl)c(Cl)c(Cl)c(Cl)c1C(=O)N1CCCC1
    -0.4	-4.5	0.4	0.1	-2.2	-6.0	-9.1	0.6	-2.7
- CCOc1cc(C(=O)N/N=C/c2cn(-c3ccccc3)nc2-c2cc3ccccc3o2)cc(OCC)c1OCC
    1.3	-18.0	0.0	0.9	2.4	26.8	-7.9	4.3	-0.4
- Cn1c(CCNC(=O)c2ccccc2)nc2cc(NC(=O)C3CCCCC3)ccc21
    17.3	-11.9	-0.3	-0.4	1.7	-7.8	-11.8	0.3	-2.7
- O=S(=O)(NNc1cccc(Cl)n1)c1ccc(Cl)cc1
    -1.0	1.4	-0.2	-1.0	3.4	-0.4	-0.6	0.0	-7.5
- COc1ccccc1NCC(=O)N/N=C/c1c(O)ccc2ccccc12
    -17.1	-74.6	2.0	2.1	-70.6	7.4	-233.2	-14.5	-2.6
- COC(=O)[C@]1(Cc2ccccc2)N[C@H](CN(C)C(=O)Nc2ccccc2)[C@@H]2C(=O)N(Cc3ccccc3)C(=O)[C@@H]21
    4.6	-5.4	0.5	0.4	-8.0	1.3	-12.6	-11.9	0.4
- CCOC(=O)C1=C(CN2CCN(C(=O)c3ccco3)CC2)NC(=O)NC1c1ccc(OC)cc1 (stereo not given)
    -0.9	-7.3	-0.1	0.0	2.0	-1.0	-4.8	-0.5	-2.5
- COc1ccc(COc2cc(-c3cccc(OC)c3)nc3ccc(NC(=O)c4cccnc4)cc23)cc1
    -10.0	16.1	-0.3	2.2	-0.8	32.7	-11.8	6.0	-4.5
- COC(=O)CSc1nnc(NC(=O)c2ccc3c(c2)OCO3)s1
    -1.7	6.4	-0.3	0.4	-61.6	-5.4	-1.2	19.1	-5.0
- CCc1nc(C)cn1S(=O)(=O)c1ccc([N+](=O)[O-])cc1
    -1.6	4.6	-0.5	-1.7	-9.4	-3.5	5.2	14.5	-2.5
- NS(=O)(=O)c1ccc(CCNC(=O)CSc2nc3ccsc3c(=O)n2CC(=O)O)cc1
    1.9	6.3	-0.1	-1.1	-0.5	-10.8	0.2	3.1	-0.6
- O=C(COC(=O)c1cccc(NS(=O)(=O)/C=C/c2ccccc2)c1)Nc1ccccc1OC(F)F
    1.6	4.1	-1.7	-0.5	-2.8	20.1	-2.0	-6.8	-12.6
- Nn1c(SCC(=O)NCc2ccc3c(c2)OCO3)nnc1C(F)(F)F
    4.9	6.2	-0.1	0.6	-14.8	-2.0	-19.4	-7.0	-2.4
- COc1ccc(C2SCC(=O)N2CCCN(C)C)cc1 (stereo not given)
    -1.4	4.1	-1.0	1.1	7.0	-4.5	-7.0	-1.9	-4.9
- O=C(Nc1nnc(SCc2ccc(Cl)cc2)s1)C1CCCO1 (stereo not given)
    4.2	-3.1	-0.9	nt	-6.5	-1.5	2.6	3.5	-4.8
- CN(Cc1ccccc1)c1nc2c(c(=O)[nH]c(=O)n2C)n1CCOc1ccccc1
    0.7	6.8	-1.1	-1.2	-6.4	3.5	-3.0	1.3	2.3
- CC1(C(=O)NS(=O)(=O)c2cccs2)CCN1C(=O)CC1CCCCC1 (stereo not given)
    -3.5	5.8	0.5	0.6	8.4	-2.8	-11.5	-4.0	-4.0
- Cc1nnc(NC(=O)CCC(=O)NC2CCCCCCC2)s1
    4.7	-6.4	0.3	-0.6	-6.4	-6.1	-11.8	7.3	0.1
- COC(=O)c1sccc1NC(=S)Nc1ccc(F)cc1F
    -3.2	-0.7	0.1	1.0	9.6	-4.4	2.2	0.4	-0.9
- Cc1ccc2c(c1)C(c1ccncc1)=NNC(c1ccc(F)cc1)=N2
    1.1	35.8*	-1.0	0.4	-5.2	-3.5	-2.5	-8.9	-10.2
- Cn1nnnc1SCC(=O)Nc1ccccc1C(N)=O
    -1.3	-84.4	0.0	1.1	3.9	-3.3	2.7	17.9	-4.6
- O=S(=O)(N/N=C/c1ccc(OC2CSC2)cc1)c1ccccc1
    10.7	-1.3	-0.1	0.1	-26.3	-4.6	-10.2	-2.8	-0.6
- O=C(NCc1cccc(F)c1)c1[nH]c(C(F)(F)F)nc1-c1ccccc1
    -1.5	-18.9	-0.1	-0.5	2.4	-9.0	6.3	-7.7	0.5
- COc1ccc(OC)c(S(=O)(=O)Nc2cccc(-c3ccc(N4CCCCCC4)nn3)c2)c1
    1.7	-4.2	0.3	0.2	2.4	21.4	-0.4	-1.8	-3.3
- CC1=NN(c2nc(-c3ccc(C)cc3)cs2)C(=O)C1N=Nc1ccccc1O (stereo not given)
    -20.3	-40.3	-0.6	-1.0	8.5	15.9	-27.7	6.1	2.5
- Cc1nc(COc2ccccc2Cl)sc1-c1ccnc(N)n1
    -1.5	6.7	0.5	-0.8	-4.4	8.8	1.4	5.7	-2.0
- OCc1nc2ccccc2n1Cc1ccc(Cl)cc1
    4.3	-12.3	-0.3	1.4	-18.8	-2.2	-5.6	-3.7	-0.8
- COCCOc1cc(NC(=O)CS(=O)CC(=O)N(C)C)c(Cl)cc1Cl (stereo not given)
    3.6	-6.2	0.2	-0.4	7.4	-4.7	1.5	6.4	-2.8
- CN(Cc1c(F)cccc1Cl)C(=O)c1ccc(NC(=O)CC2SC(N3CCCCC3)=NC2=O)cc1 (stereo not given)
    2.6	8.2	-0.4	0.2	1.9	-1.8	-1.1	-12.5	-3.0
- O=C(c1ccco1)N1CCN(Cc2nc3ccccc3c(=O)n2-c2ccc(F)cc2)CC1
    -5.3	-15.5	-0.5	-0.5	-8.1	-5.4	-6.4	14.2	-2.6
- O=C(Nc1c(F)cc(F)cc1Br)c1cc(-c2ccc(O)cc2)on1
    0.9	-0.8	-0.2	-0.3	4.7	3.0	7.1	-17.1	-0.6
- COc1ccc(-c2noc(CCC(=O)N3CCN(c4ccccc4)CC3)n2)cc1
    4.7	3.6	-0.1	-1.2	-5.5	-8.8	-2.0	-1.2	-3.9
- O=C(Nc1ccc([N+](=O)[O-])cc1)c1cn(-c2ccccc2)nc1-c1cc2ccccc2o1
    -0.9	-0.6	0.0	0.1	1.9	-3.1	0.7	1.9	-2.6
- COc1ccc(C=NN=C2c3ccccc3-c3ccccc32)cc1O
    14.1	8.9	0.0	3.2	-6.9	18.5	-1.9	13.7	-3.0
- CC12CCC(C(=O)Nc3ccccc3Cl)(C(Br)C1=O)C2(C)C (stereo not given)
    2.4	-8.0	0.0	0.4	-7.4	-6.8	-2.0	4.5	-4.0
- CCOC(=O)c1ccccc1NC(=O)/C(C)=C/C(=O)O
    2.7	13.4	0.1	0.6	5.8	-5.8	-0.9	3.8	0.0
- Fc1ccc(-c2csc(Nc3ccccn3)n2)c(F)c1
    -1.2	-4.6	1.1	-0.6	5.8	13.8	0.2	60.1*	-5.6
